AMA1-RON2 inh: inhibitors of Plasmodium falciparum AMA1-RON2 interaction; AlphaScreen AMA1-biotinylated RON2 peptide binding; hit rate 0.2% among 360,000; AID 720542; Potency, µM (titrated, usually from 58.2 µM), for the others: at the top dose activity change, negative = inhibition, most hits filed as inhibitors;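 note: potency is the fitted concentration of half-maximal effect; 0% = vehicle wells and -100% = peptide control; nearly all actives have a fitted effect of over 45% in size; some results filed as inactive show a strong effect at the top dose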
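AMA1 (3D7) with his tag at 25 nM final met compounds first, then biotinylated RON2 peptide at 25 nM; detection used donor plus acceptor beads, 10 µg/mL apiece, read by AlphaScreen after 30 min at room temperature.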
Sm TGR block: blocks Schistosoma mansoni thioredoxin glutathione reductase; purified TGR, DTNB reduction, TNB absorbance 405 nm; Potency, µM (titrated, usually from 114 µM), for the others: at the highest dose activity change, negative = inhibition, usual class: inhibitors; hit rate 3% among 360,000; note: potency is the fitted concentration of half-maximal effect; nearly all actives have a fitted effect of over 60% in size
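First, TGR (20 nM dispensed) and NADPH were mixed with compound. Second, a 15 min room-temperature incubation followed. Third, further NADPH and then DTNB were added to start the reaction. Finally, TNB absorbance was monitored kinetically.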
AmpC inh detg: blocks E. coli AmpC beta-lactamase in detergent assay; AmpC hydrolysis of nitrocefin, absorbance 480 nm, 0.01% Triton; Potency, µM (titrated, usually from 114 µM), without a hit: top-dose activity change, negative = inhibition, hits mostly inhibitors; hit rate 0.041% among 370,000; AID 485294;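 note: potency is the fitted concentration of half-maximal effect; 0% = no-compound wells and -100% = no-enzyme wells; nearly all actives have a fitted effect of over 25% in size; some results filed as inactive show a strong effect at the top dose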
Target sequence (P00811 whole entry, looked up): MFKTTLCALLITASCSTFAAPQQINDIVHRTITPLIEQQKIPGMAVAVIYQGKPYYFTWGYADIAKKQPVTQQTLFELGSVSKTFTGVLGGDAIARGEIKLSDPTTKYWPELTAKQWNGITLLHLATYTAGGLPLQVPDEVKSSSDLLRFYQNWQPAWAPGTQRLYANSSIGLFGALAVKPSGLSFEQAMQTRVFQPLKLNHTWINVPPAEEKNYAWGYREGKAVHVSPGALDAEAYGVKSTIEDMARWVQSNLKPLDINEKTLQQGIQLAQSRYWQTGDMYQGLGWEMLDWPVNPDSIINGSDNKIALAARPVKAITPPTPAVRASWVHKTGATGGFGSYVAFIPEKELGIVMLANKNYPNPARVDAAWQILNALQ
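20 mM phosphate pH 7.0 + 0.01% (detergent screen) or 0.0001% Triton X-100; 5.3 nM AmpC reagent; cpd preinc 15 min RT; nitrocefin (800 uM stock) to start; A480 q20 s × 4 min; Activity was normalised to no-enzyme and no-compound control wells.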
FBPA Giardia inh: blocks Giardia fructose-bisphosphate aldolase activity; A8B2U2; purified Giardia FBPA; Potency, µM (top dose mostly 59.6 µM), for inactives: top-dose activity, negative = inhibition, hits mostly inhibitors; hit rate 0.71% among 290,000; note: potency is the fitted concentration of half-maximal effect; nearly all actives have a fitted effect of over 55% in size
Target sequence (A8B2U2 whole entry, looked up): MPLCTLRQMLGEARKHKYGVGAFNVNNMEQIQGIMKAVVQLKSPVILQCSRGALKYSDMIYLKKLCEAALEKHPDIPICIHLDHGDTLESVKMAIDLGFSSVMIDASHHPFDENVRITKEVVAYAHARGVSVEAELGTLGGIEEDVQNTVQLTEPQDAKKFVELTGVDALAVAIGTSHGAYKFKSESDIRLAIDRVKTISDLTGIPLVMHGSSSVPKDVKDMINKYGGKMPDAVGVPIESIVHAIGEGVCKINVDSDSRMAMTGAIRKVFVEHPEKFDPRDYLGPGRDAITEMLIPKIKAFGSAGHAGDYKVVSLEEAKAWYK
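Giardia FBPA (40 nM reagent) was preincubated 10 min at RT with compound (up to 57.5 uM final), then substrate plus GAPDH/TPI/NAD/arsenate coupling system with diaphorase/resazurin was added; resorufin fluorescence (525/598 nm) was read after 20 min.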
AmpC no deterg: inhibitors of E. coli AmpC beta-lactamase without detergent. P00811. Potency, µM (highest dose often 57.1 µM), inactives show top-dose activity change, negative = inhibition, actives largely listed as inhibitors. hit rate 0.52% among 330,000. AmpC nitrocefin hydrolysis, absorbance 480 nm, 0.0001% Triton. AID 485341;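 note: potency is the fitted concentration of half-maximal effect; plate controls were no compound for no effect and no enzyme for full effect; nearly all actives have a fitted effect of over 20% in size; some results filed as inactive show a strong effect at the top dose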
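20 mM phosphate pH 7.0 + 0.01% (detergent screen) or 0.0001% Triton X-100; 5.3 nM AmpC reagent; cpd preinc 15 min RT; nitrocefin (800 uM stock) to start; A480 q20 s × 4 min; Activity was normalised to no-enzyme and no-compound control wells.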
HCMV antiviral: human cytomegalovirus inhibition; HFF cells, HCMV-luciferase reporter, 72 h; active compounds read low; activity change, negative = inhibition, % at 57.5 µM; hit rate 4.5% among 410,000; in the data active = activity change below about -60%; inconclusive = no clear call, values can overlap the other calls; inactive = above about -39%
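Screen run at 2 compound doses on HFFs infected with reporter HCMV, MOI 1 PFU/cell. Luciferase activity from cell lysates at 72 h post infection gave inhibition relative to buffer-only and Salinomycin wells.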
* marks the source's active call; other numbers are inactive results; u = inconclusive; x = not tested or not shown; [ ] = dose if it differs, or a comment. Unless noted, calls come from the whole dose curve; as a rule, active = well fitted curve in the direction sought with a large enough effect; inconclusive = small, poorly fitted or top-dose-only effect, or another doubt; inactive = no such curve, though single readings can be large; an effect the other way counts as inactive or inconclusive. Unless noted, % is set by controls: 0 for no effect and ±100 for the full control effect.

SMILES	AMA1-RON2 inh	Sm TGR block	AmpC inh detg	FBPA Giardia inh	AmpC no deterg	HCMV antiviral
O=C(NNC(=O)c1ccccc1F)C1=NN(c2ccccc2)C(=O)CC1	108%[activator]	0%	u	u	-9%	1
Cc1cccc(OCC(=O)Nc2cccc(C(=O)NCC(C)C)c2)c1	-7%	-3%	-13%	4%	-12%	-29
COc1ccc(Cl)cc1/C=C/c1ccc2cccc(O)c2n1	77%[activator]	1%	0%	22%	-52%	u
COc1ccc(S(=O)(=O)NCc2ccccn2)c(C)c1C	3%	-15%	u	-8%	-6%	-2
Cc1cc(C)n(-c2ccc(C(=O)OC(C)C(=O)Nc3ccc(C(N)=O)cc3)cc2)n1 (stereo unspecified)	-7%	4%	-2%	x	-9%	-30
Cc1nn(CC(=O)N2CCN(C(=O)c3ccco3)CC2)c(C)c1[N+](=O)[O-]	12%	x	x	x	-15%	20
COc1ccc2oc(=O)c(C(C)=O)cc2c1	11%	1%	2%	1%	-6%	-20
Cc1cccc(NC(=O)CCC(=O)N/N=C/c2cccnc2)c1	3%	42%[activator]	7%	x	96%[activator]	33
C=CCSc1nnc(-c2ccccc2NC(=O)CC)c(=O)[nH]1	5%	-7%	u	-8%	-12%	-9
COc1ccc(OCC(=O)NC2CC(=O)N(c3ccc4c(c3)OCCO4)C2)cc1 (stereo unspecified)	x	2%	-1%	x	x	13
c1ccc(-c2cc(-c3nnco3)c3ccccc3n2)nc1	-22%	0%	3%	3%	-19%	-18
Cc1nn(CCCC(=O)NCCc2ccccc2)c(=O)c2nccn12	0%	4%	u	5%	-1%	-98*
COC(=O)CSc1nc2c(c(=O)n(C)c(=O)n2C)n1CCC(C)C	2%	1%	-7%	20%	26%	0
CS(=O)(=O)c1ccc2nc(NC(=O)Nc3ccc(Cl)cc3)sc2c1	-2%	3%	-15%	2%	-10%	-26
COC(=O)c1ccc(-c2ccco2)n1Cc1nc(-c2ccc(OC)c(OC)c2)oc1C	u	0%	-12%	-12%	102%[activator]	2
C=CCNc1nc(C(=O)OCC(=O)c2ccccc2)cs1	29%	u	-6%	x	-10%	12
COc1ccc(NS(=O)(=O)c2cccc(Cl)c2)cc1S(=O)(=O)N1CCCCC1	6%	-14%	-1%	-4%	-31%	-11
Cc1ccc(NC(=S)N2CCCC2)cc1Cl	-7%	2%	5%	x	-17%	12
COCCn1cnc2c1c(=O)[nH]c(=O)n2Cc1ccccc1	9%	10%	-1%	2%	0%	x
Cc1cc(/C=C2\C(=O)NC(=O)N(C)C2=O)c(C)n1-c1ccc2c(c1)OCO2	13%	-29%	1%	-9%	-13%	19
O=C(Nc1ccc(-c2ccc3nncn3n2)cc1)C1CCCCC1	6%	1%	1%	3%	-9%	11
CC(=O)c1cccc(NC(=O)c2ccc(CN3CCc4ccccc4C3)cc2)c1	-3%	-21%	4%	-11%	-7%	-5
CCCNc1ccc(S(=O)(=O)N(CC)CC)cn1	-1%	-10%	u	2%	-4%	-1
CCOc1ccccc1-c1nnc(SCC(=O)Nc2ccccc2)o1	-3%	-1%	-16%	2%	-1%	20
O=C(Nc1ccccc1)N1CCCC2CCCCC21 (stereo unspecified)	1%	0%	-1%	-5%	-16%	23
COc1c(F)c(F)c(C(=O)O)c(Nc2ccccc2)c1F	5%	-17%	-7%	18%	-21%	26
Cc1ccc(N2CC(C(=O)N3CCN(c4ccccc4)CC3)CC2=O)cc1 (stereo unspecified)	-3%	1%	-1%	0%	-22%	20
COc1ccc(C(=O)Cc2ccc(OC)c(OC)c2)cc1	-7%	-2%	-7%	-4%	4%	6
CCCCOc1ccc(C(=O)NCCc2sc3nc(-c4ccc(OC)cc4)nn3c2C)cc1	x	9%	8%	x	x	38
COc1ccc(NC(=O)CSc2nc3ccccc3nc2N2CCCC2)c(OC)c1	14%	-9%	u	-2%	-10%	-28
CCOC(=O)Cc1csc(NC(=O)CSc2nnc(Cc3csc(N)n3)n2C)n1	10%	-21%	-3%	1%	-24%	-37
COc1ccccc1/C=C/C=N/NC(=O)CCC1C(=O)NN=C1C (stereo unspecified)	30%[activator]	2%	-13%	5%	-23%	-25
CCOC(=O)N1CCC(N2C(=O)c3ccc(C(=O)Nc4ccc(F)cc4F)cc3C2=O)CC1	-9%	1%	-14%	-5%	-8%	-13
Cc1ccc(N2C(=O)CSC23C(=O)N(CC(=O)Nc2ccccc2F)c2ccccc23)cc1C (stereo unspecified)	x	2%	-1%	x	x	5
COc1cc(/C=C2/S/C(=N/S(=O)(=O)Cc3ccccc3)NC2=O)c([N+](=O)[O-])cc1OC	-9%	1%	4%	19%	-42%	u
CCCN1C(=O)SC(CC(=O)Nc2ccc(Br)cc2)C1=O (stereo unspecified)	-9%	-18%	u	0%	-21%	-24
Cc1cccc(-[n+]2c(-c3cccc(Br)c3)[nH]c3nc4ccccc4nc32)c1	14%	-8%	-1%	-14%	-12%	-37
Cn1c(C(=O)O)c(CC(=O)Nc2ccc3c(c2)OCCO3)c2ccccc21	-9%	-28%	-8%	-6%	-13%	u
Cc1nn(CC(C)C)c(Cl)c1C(=O)NC1CCC(C)CC1 (stereo unspecified)	-2%	-2%	u	x	u	28
COCCNC(=S)N(CCc1c(C)[nH]c2ccc(C)cc12)Cc1cc(OC)c(OC)c(OC)c1	-7%	-10%	-8%	3%	277%[activator]	-22
COc1ccc(/C=C2\SC(N3CCc4ccccc4C3)=NC2=O)cc1	-9%	-4%	u	0%	-33%	29
COCCn1c(=S)[nH]c2ccccc21	-1%	-2%	-6%	-4%	-14%	11
Cc1cc(C(=O)Cn2cnc3ccccc3c2=O)c(C)n1C1CC1	0%	-15%	-16%	x	-17%	-3
Cc1ccc(NC(=O)CN2C(=O)C(c3ccccc3)=NC23CCCCC3)cc1C	x	-2%	-8%	x	x	53
N#Cc1nc(-c2ccccc2Cl)oc1NCC1CCCO1 (stereo unspecified)	-13%	78%[activator]	-2%	0%	-1%	26
Cc1ccccc1CN1CCc2c(OCC(=O)N3CCCCC3)cccc2C1=O	-15%	9%	8%	4%	72%[activator]	-18
CCCN(CC1CC1)C(=S)NC(=O)c1ccc(S(=O)(=O)N2CCOCC2)cc1	25%	-1%	u	-18%	-7%	-17
Cc1cc(C)c(NC(=O)CNC(=O)[C@@H]2CCCN2C(=O)c2cccs2)c(C)c1	-11%	1%	u	x	-12%	-6
Cc1ccc(-c2cc(C(=O)N3CCN(C(=O)c4ccco4)CC3)[nH]n2)c(C)c1	41%[activator]	-5%	-12%	-7%	21%	3
CCOC(=O)c1sc(=S)n(-c2cc(F)ccc2F)c1N	-28%	-26%	-7%	-5%	-12%	-40
COc1cccc(-n2ccn(CC(=O)c3ccc(F)cc3)c(=O)c2=O)c1	x	0%	21%	x	x	-28
CCCCN(C)C(=O)c1nc2ccccn2c1CN1CCC[C@H]1CO	2%	2%	-2%	5%	-8%	30
CCOc1ccc(NC(=O)COC(=O)Cn2nc(C)c([N+](=O)[O-])c2C)cc1OCC	3%	x	x	x	3%	7
CC1CCN(C(=O)c2cc(N3C(=O)C4C5CCC(C5)C4C3=O)ccc2Cl)CC1 (stereo unspecified)	x	4%	0%	5%	44%	x
O=C(Cn1c(NCCO)nc2ccccc21)c1ccco1	-5%	-14%	1%	0%	-16%	-12
O=C(c1cccc(Cl)c1)n1nc(-c2cccnc2)nc1NCc1ccccc1	x	13%	-9%	x	x	8
S=C(NC1CCCCC1)N1CCOCCOCCN(C(=S)NC2CCCCC2)CCOCCOCC1	u	0%	-11%	-3%	120%[activator]	-78*
COc1ccc(CCNC(=O)Cn2nnc(C(=O)Nc3cccc(C)c3C)c2N)cc1OC	-10%	1%	-4%	x	33%	-17
CCCCCCn1c(O)c(/C=C2\C=NN=C2c2ccccc2)sc1=S	-13%	2%	10%	-15%	-26%	u
O=c1oc(-c2ccccc2)nc2c1C1(CCCCC1)Cc1ccccc1-2	0%	0%	2%	6%	-16%	11
Next records:
SMILES	AMA1-RON2 inh	Sm TGR block	AmpC inh detg	FBPA Giardia inh	AmpC no deterg	HCMV antiviral
CCOC(=O)N1CCN(c2c(NCCCOC(C)C)c(=O)c2=O)CC1	0%	-8%	u	0%	-3%	-14
Cc1cccc(NC(=O)CNC(=O)COc2cc(F)ccc2[N+](=O)[O-])c1C	17%	45%[activator]	4%	1%	-16%	-22
COc1cccc(C=N[C@@H](CO)[C@@H](O)c2ccc([N+](=O)[O-])cc2)c1O	113%[activator]	-5%	-3%	-13%	-5%	-23
Cc1ccc(/C=N/NC(=O)CSc2nnc(-c3ccc(Cl)cc3)n2-c2ccc(Cl)cc2)o1	22%	1%	-11%	5%	-38%	u
COc1ccc(Cc2nc(C(=O)Nc3ccc(Cl)cc3)cs2)cc1	18%	-8%	3%	-5%	-30%	x

Entries from the list above containing two or more sulfur atoms:
SMILES	AMA1-RON2 inh	Sm TGR block	AmpC inh detg	FBPA Giardia inh	AmpC no deterg	HCMV antiviral
CS(=O)(=O)c1ccc2nc(NC(=O)Nc3ccc(Cl)cc3)sc2c1	-2%	3%	-15%	2%	-10%	-26
COc1ccc(NS(=O)(=O)c2cccc(Cl)c2)cc1S(=O)(=O)N1CCCCC1	6%	-14%	-1%	-4%	-31%	-11
CCOC(=O)Cc1csc(NC(=O)CSc2nnc(Cc3csc(N)n3)n2C)n1	10%	-21%	-3%	1%	-24%	-37
COc1cc(/C=C2/S/C(=N/S(=O)(=O)Cc3ccccc3)NC2=O)c([N+](=O)[O-])cc1OC	-9%	1%	4%	19%	-42%	u
CCCN(CC1CC1)C(=S)NC(=O)c1ccc(S(=O)(=O)N2CCOCC2)cc1	25%	-1%	u	-18%	-7%	-17
CCOC(=O)c1sc(=S)n(-c2cc(F)ccc2F)c1N	-28%	-26%	-7%	-5%	-12%	-40
S=C(NC1CCCCC1)N1CCOCCOCCN(C(=S)NC2CCCCC2)CCOCCOCC1	u	0%	-11%	-3%	120%[activator]	-78*
CCCCCCn1c(O)c(/C=C2\C=NN=C2c2ccccc2)sc1=S	-13%	2%	10%	-15%	-26%	u

Bioassay records deposited in PubChem BioAssay by National Center for Advancing Translational Sciences (NCATS).
